Screens from PubChem BioAssay.
SRC3 inh – inhibitors of human steroid receptor coactivator 3 (SRC3) | HEK293 GAL4-SRC3 luciferase reporter, luminescence | AID 588352 | inhibition, % at 3.6 µM | Q9Y6Q9 | hit rate 0.17% among 360,000;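 active = inhibition above a per-campaign cutoff, the mean of all compounds plus 3 SD, cut at about 60% in these data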;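 note: 0% = DMSO-treated cells and 100% = gossypol-treated cells at 36 µM; higher means less SRC3-driven luciferase light from the GAL4 reporter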
ABHD5 PLIN5 PPI – blocks binding of human ABHD5 to perilipin-5; Q00G26+Q8WTS1; Split G. princeps luciferase complementation, luminescence, 4 h; inhibition, % at 4 µM; hit rate 0.78% among 360,000;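 active = inhibition above the mean inhibition across every tested compound plus 3 SD, cut at about 22% in these data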;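 note: 0% = DMSO only wells and the 100% control is not disclosed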
COUP-TFII inh – NR2F2 (human) inhibition, primary screen; hit rate 0.7% among 370,000; P24468; inhibition, % at 8.6 µM; AID 686940; HEK293T NGFI-A luciferase reporter, luminescence;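 active = inhibition above a per-plate cutoff, mean inhibition of test wells between control levels plus 3 SD, cut at about 38% in these data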;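 note: cells cotransfected with COUP-TFII expression vector driving the NGFI-A reporter; 0% = median of COUP-TF2 test wells and 100% = reporter-only cells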
Target sequence (P24468 whole entry, looked up): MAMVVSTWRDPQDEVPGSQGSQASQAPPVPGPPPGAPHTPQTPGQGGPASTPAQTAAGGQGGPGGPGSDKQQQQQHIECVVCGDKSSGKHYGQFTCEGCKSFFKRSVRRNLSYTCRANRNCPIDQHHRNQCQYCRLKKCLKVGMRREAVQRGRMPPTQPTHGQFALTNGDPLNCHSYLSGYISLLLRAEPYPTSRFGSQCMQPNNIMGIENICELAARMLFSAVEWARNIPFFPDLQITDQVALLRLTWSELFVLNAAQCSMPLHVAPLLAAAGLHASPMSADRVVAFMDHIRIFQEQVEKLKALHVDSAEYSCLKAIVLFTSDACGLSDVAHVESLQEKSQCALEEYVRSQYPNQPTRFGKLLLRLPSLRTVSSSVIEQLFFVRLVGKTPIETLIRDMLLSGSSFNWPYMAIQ
NR5A2 inv ag – NR5A2 inverse agonism in reporter assay. AID 602396. inhibition, % at 3.6 µM. HEK293T StAR-luciferase reporter, LRH-1 transfected, 24 h. hit rate 0.13% among 360,000. O00482;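 active = inhibition above the mean inhibition of all tested compounds plus 3 SD, cut at about 73% in these data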;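 note: 0% = DMSO wells and 100% = reporter-only cells lacking LRH-1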
SRC2 inh – human SRC2 (NCOA2) inhibition; Q15596; HEK293 GAL4-SRC2 luciferase reporter, luminescence; inhibition, % at 9 µM; hit rate 0.17% among 370,000;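 active = inhibition above the mean inhibition of all tested compounds plus 3 SD, set per campaign, cut at about 52% in these data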;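 note: 0% = DMSO treated cells and 100% = cells given Gossypol at 36 µM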
TROY signal inh – blocks TROY-dependent signaling in reporter cells; Q293 LMP1-TROYcd NF-kB luciferase reporter, 4 h; inhibition, % at 10 µM; hit rate 0.98% among 360,000;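 active = compounds whose plate-normalised and pattern-corrected inhibition of the luciferase reporter signal at the single screening dose is 50% or more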
NOD2 RIPK2 PPI – inhibitors of human NOD2-RIPK2 interaction; hit rate 0.38% among 360,000; CHO BLA complementation NOD2-RIPK2, CCF4 ratio; O43353; inhibition, % at 4.98 µM; AID 624267; in the data active = inhibition above about 21%;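 note: 0% = vehicle only and 100% = reference blocker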
Target sequence (O43353 whole entry, looked up): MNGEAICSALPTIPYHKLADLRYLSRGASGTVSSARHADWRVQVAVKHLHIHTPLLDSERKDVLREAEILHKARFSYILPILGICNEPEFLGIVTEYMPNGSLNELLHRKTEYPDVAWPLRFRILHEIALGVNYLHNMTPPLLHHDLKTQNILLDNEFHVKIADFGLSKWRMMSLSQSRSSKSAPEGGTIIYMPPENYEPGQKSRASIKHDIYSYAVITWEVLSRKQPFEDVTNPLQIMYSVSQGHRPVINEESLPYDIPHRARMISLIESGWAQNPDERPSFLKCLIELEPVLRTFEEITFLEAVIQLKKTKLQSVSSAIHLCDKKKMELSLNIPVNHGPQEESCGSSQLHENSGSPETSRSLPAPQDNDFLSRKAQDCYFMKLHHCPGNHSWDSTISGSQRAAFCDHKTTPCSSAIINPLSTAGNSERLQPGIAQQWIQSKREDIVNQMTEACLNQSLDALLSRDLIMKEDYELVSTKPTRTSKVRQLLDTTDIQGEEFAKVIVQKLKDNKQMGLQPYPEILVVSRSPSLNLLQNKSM
TLR9-MyD88 block – blocks human TLR9 binding to MyD88; CHO BLA complementation TLR9-MyD88, CCF4 FRET ratio; inhibition, % at 4.98 µM; hit rate 0.21% among 340,000;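 active = inhibition above the mean over all tested compounds plus 3 SD, cut at about 21% in these data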;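 note: 0% = DMSO only wells and 100% = clavulanate BLA inhibitor control wells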
NCOA1 inh – inhibitors of human steroid receptor coactivator 1 (SRC1) | Q15788 | HEK293 GAL4-SRC1 luciferase reporter, luminescence | inhibition, % at 3.6 µM | hit rate 0.12% among 360,000;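 active = inhibition above the campaign mean plus 3 SD, with each screening campaign given its own cutoff, cut at about 60% in these data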;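 note: 0% = DMSO treated cells and 100% = gossypol at 36 µM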
Granule exo inh – blocks lytic granule exocytosis. hit rate 0.66% among 360,000. AID 651702. TALL-104 LAMP-1 surface exposure, flow cytometry; cells stimulated with thapsigargin and PMA. inhibition, % at 10 µM;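 active = inhibition above about 55%, limit read from the data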
TWEAK-Fn14 inh – TWEAK-Fn14 signaling inhibition; TWEAK-stimulated Fn14 reporter cells, luciferase luminescence, 8 h; inhibition, % at 10 µM; hit rate 2% among 360,000; in the data active = inhibition above about 50%
Numbers without * were called inactive; nt = not tested or not shown.

#1 COc1ccc(NC(=O)CSc2nncn2C)cc1OC
#2 O=C(NNc1cc(N2CCOCC2)nc(N2CCOCC2)n1)C12CC3CC(CC(C3)C1)C2
#3 COc1ccc(C(CNC(=O)c2cc3c(s2)CCCC3)N2CCOCC2)cc1 (stereo unspecified)
#4 Cc1ccsc1S(=O)(=O)N1CCC(CO)(CC2CCCCO2)CC1 (stereo unspecified)
#5 CNc1nnc(SCC(=O)N2c3ccccc3NC(=O)CC2C)s1 (stereo unspecified)
compound no.	1	2	3	4	5
SRC3 inh	-3	-4	0	7	11
ABHD5 PLIN5 PPI	-3	-7	1	3	3
COUP-TFII inh	-13	2	1	-8	24
NR5A2 inv ag	4	4	1	-9	17
SRC2 inh	7	-2	-14	5	-3
TROY signal inh	-6	-2	7	21	12
NOD2 RIPK2 PPI	-15	1	-12	-6	-3
TLR9-MyD88 block	1	6	-1	-7	-4
NCOA1 inh	-11	-2	-4	0	-6
Granule exo inh	-2	-1	-1	0	-4
TWEAK-Fn14 inh	18	0	-8	10	4

Compound profiles (already shown). Order of values: SRC3 inh	ABHD5 PLIN5 PPI	COUP-TFII inh	NR5A2 inv ag	SRC2 inh	TROY signal inh	NOD2 RIPK2 PPI	TLR9-MyD88 block	NCOA1 inh	Granule exo inh	TWEAK-Fn14 inh
Entry for CNc1nnc(SCC(=O)N2c3ccccc3NC(=O)CC2C)s1 (stereo unspecified) → 11	3	24	17	-3	12	-3	-4	-6	-4	4
Entry for COc1ccc(C(CNC(=O)c2cc3c(s2)CCCC3)N2CCOCC2)cc1 (stereo unspecified) → 0	1	1	1	-14	7	-12	-1	-4	-1	-8

Carrying on:
#6 COc1ccccc1/C=N/NC(=O)c1ccc(N(C)S(=O)(=O)c2ccccc2)cc1
#7 CC(C)c1nnc(NC(=O)C2CCN(c3cnccn3)CC2)s1
#8 O=S(=O)(Nc1ccon1)c1ccc(Br)cc1
#9 COCc1cc(C)n(CC(=O)Nc2ccccc2C(=O)OC)c(=O)c1C#N
#10 CCc1cc2ccc(OC)cc2nc1SCC(=O)NNC(C)=O
compound no.	6	7	8	9	10
SRC3 inh	14	-2	12	3	17
ABHD5 PLIN5 PPI	-1	-7	-1	1	-3
COUP-TFII inh	8	-1	5	9	-8
NR5A2 inv ag	14	6	-12	-8	5
SRC2 inh	3	6	-25	-32	7
TROY signal inh	17	8	-2	9	8
NOD2 RIPK2 PPI	-9	16	-8	3	6
TLR9-MyD88 block	-7	-1	1	-15	-4
NCOA1 inh	-4	-5	16	4	-8
Granule exo inh	5	0	-1	-1	-3
TWEAK-Fn14 inh	9	3	-2	9	10

#11 C=CCN1C(=O)C(CC(=O)O)SC1=Nc1ccc(C(=O)O)cc1 (stereo unspecified)
#12 Cc1cccc(C)c1NC(=O)CNC(=O)CNC(=O)Cc1cccc2ccccc12
#13 Cc1cc(NCc2ccc(F)cc2)nc2cc(Cl)ccc12
#14 COC(=O)C1=C(C)N(CC2CCCO2)C(=O)C1 (stereo unspecified)
#15 COc1ccc(N(CC(=O)NCc2ccco2)S(C)(=O)=O)c(OC)c1
compound no.	11	12	13	14	15
SRC3 inh	0	-8	9	4	-2
ABHD5 PLIN5 PPI	-2	6	-7	9	-5
COUP-TFII inh	7	7	7	22	13
NR5A2 inv ag	7	-6	24	-11	11
SRC2 inh	-10	-17	-6	-21	-19
TROY signal inh	-9	2	-8	-12	13
NOD2 RIPK2 PPI	2	-3	11	7	-10
TLR9-MyD88 block	6	1	1	3	4
NCOA1 inh	-12	-27	4	3	-5
Granule exo inh	-1	5	44	3	-1
TWEAK-Fn14 inh	1	7	1	-5	-5

Screen by screen, as entered above.
COUP-TFII inh for nos. 11–15 → 7, 7, 7, 22, 13
TWEAK-Fn14 inh for nos. 11–15 → 1, 7, 1, -5, -5

Next section.
#16 Cc1cccc(NC(=O)c2ccc(S(=O)(=O)NCc3cccnc3)cc2)c1C
#17 N#CCSc1nnc(-c2cnccn2)n1Cc1ccccc1
#18 COc1ccccc1/C=C/C(=O)OCC(=O)Nc1nnc(-c2ccccc2)o1
#19 COc1ccc2oc(=N)c(C(=O)Nc3cccc(C)c3C)cc2c1
#20 O=C(O)CN1C(=O)/C(=C2\SC(=S)N(C(Cc3ccccc3)C(=O)O)C2=O)c2ccccc21 (stereo unspecified)
compound no.	16	17	18	19	20
SRC3 inh	-1	8	-19	1	5
ABHD5 PLIN5 PPI	5	-7	3	7	-11
COUP-TFII inh	6	5	-6	26	5
NR5A2 inv ag	15	-7	6	6	0
SRC2 inh	-10	-3	8	-5	-107
TROY signal inh	-2	7	0	-60	0
NOD2 RIPK2 PPI	-1	-9	-10	-12	-4
TLR9-MyD88 block	0	-5	7	-3	-1
NCOA1 inh	13	-5	3	-4	10
Granule exo inh	-19	0	-4	0	-4
TWEAK-Fn14 inh	40	-5	-7	-35	-46

#21 COc1cccc(CN(C)C(=O)c2ccc(S(=O)(=O)Nc3cccc(C)c3C)cc2)c1OC
#22 Cc1cccc(S(=O)(=O)Nc2ccncc2)c1
#23 Cc1cc(C)n(Cc2ccc(NC(=O)c3c([N+](=O)[O-])c(C)nn3C)cc2)n1
#24 C#CCOc1c(Cl)cc(/C=N/NC(N)=S)cc1OCC
#25 CCC1NC(=O)c2cc3ccccc3cc2-n2c1nc1cc(OC)c(OC)cc1c2=O (stereo unspecified)
compound no.	21	22	23	24	25
SRC3 inh	-1	7	0	17	-29
ABHD5 PLIN5 PPI	2	2	3	-4	-8
COUP-TFII inh	8	-18	-1	11	-11
NR5A2 inv ag	-3	-3	-8	16	10
SRC2 inh	-7	-13	-22	27	-2
TROY signal inh	7	-7	29	-24	-19
NOD2 RIPK2 PPI	5	-15	2	-3	-5
TLR9-MyD88 block	-6	0	2	-9	-6
NCOA1 inh	-112	-3	-17	16	-5
Granule exo inh	0	-3	-2	9	-5
TWEAK-Fn14 inh	-28	14	-4	50	9

#26 CCCn1c(C(C)Nc2nc(-c3ccc(C)cc3)cs2)nc2cc(Cl)c(N3CCCCC3)cc21 (stereo unspecified)
#27 COc1cc(OC)c(C(=O)Nc2cc(S(=O)(=O)N3CCOCC3)ccc2N2CCN(C)CC2)cc1OC
#28 CN(c1ccccc1)S(=O)(=O)c1cccc(NC(=O)CCNC(=O)c2ccc(Cl)cc2)c1
#29 Cc1ccc(S(=O)(=O)N(C)C)cc1NC(=O)c1sccc1Cl
#30 CCOC(=O)c1cnc2c(c(C)nn2-c2ccc(C)cc2)c1Cl
compound no.	26	27	28	29	30
SRC3 inh	3	1	0	0	-15
ABHD5 PLIN5 PPI	-20	7	-10	3	-5
COUP-TFII inh	-1	-3	4	14	2
NR5A2 inv ag	18	4	0	9	4
SRC2 inh	-21	-2	8	-14	6
TROY signal inh	15	-1	2	-41	-37
NOD2 RIPK2 PPI	-1	-6	-5	2	8
TLR9-MyD88 block	-6	0	-1	2	-9
NCOA1 inh	-12	-8	-7	3	11
Granule exo inh	-5	2	-4	-3	-15
TWEAK-Fn14 inh	-10	-6	14	-9	41

#31 CC(C)OCCCNC(=O)COc1ccc2oc3c(c2c1)CCCC3
#32 O=C(c1cc(-c2ccccc2O)on1)N1CCCC1
#33 N/C(=N\OC(=O)Oc1ccccc1)c1ccc(Cl)cc1
#34 CC(C)[C@H](NC(=O)C1CCCC1)c1nc2ccccc2[nH]1
#35 C[C@]12CCC3C(CC[C@H]4CC(O)CC[C@]34C)C1CC/C2=N/NC(=O)c1ccncc1 (stereo partly specified)
compound no.	31	32	33	34	35
SRC3 inh	6	-75	2	11	-3
ABHD5 PLIN5 PPI	11	4	-1	-1	6
COUP-TFII inh	-2	-58	12	2	-4
NR5A2 inv ag	-15	-121	26	4	4
SRC2 inh	19	-55	-3	-9	-2
TROY signal inh	-8	-52	-20	-2	17
NOD2 RIPK2 PPI	1	6	-10	-14	0
TLR9-MyD88 block	1	7	1	-1	0
NCOA1 inh	-7	-136	-15	-12	6
Granule exo inh	-3	6	-2	0	7
TWEAK-Fn14 inh	5	-14	7	4	-24

#36 COc1ccc(C2OCC3(CO2)SC(=O)NC3=O)cc1OC (stereo unspecified)
#37 CSc1ccccc1OCc1cc(C(=O)N2CCC(Oc3cccnc3)CC2)no1
#38 Cc1cc([N+](=O)[O-])cnc1NC(C)c1ccccc1 (stereo unspecified)
#39 COc1ccc(N2CCN(C(=O)c3c(-c4ccccc4)noc3C)CC2)cc1
#40 O=C(COc1ccccc1)Nc1c2c(nn1-c1ccccc1)CS(=O)(=O)C2
compound no.	36	37	38	39	40
SRC3 inh	16	-11	-6	14	-12
ABHD5 PLIN5 PPI	-6	6	-5	-2	1
COUP-TFII inh	-7	16	16	12	-19
NR5A2 inv ag	-3	-41	34	4	11
SRC2 inh	3	1	0	-11	-3
TROY signal inh	0	4	-15	1	-2
NOD2 RIPK2 PPI	4	2	-14	8	-4
TLR9-MyD88 block	-5	1	-11	1	-17
NCOA1 inh	3	-23	-7	-31	10
Granule exo inh	-2	2	3	2	-1
TWEAK-Fn14 inh	-5	6	-14	3	4

#41 NS(=O)(=O)c1cccc(NS(=O)(=O)c2ccc(/C=C/C(=O)OCC(=O)c3ccccc3)cc2)c1
#42 O=C(c1ccc2c(c1)OCCO2)N1CCN(Cc2ccccc2)CC1
#43 CC(C)C(=O)NC(Nc1ccccc1F)C(Cl)(Cl)Cl (stereo unspecified)
#44 CCCNC(=O)C1(C)CCN(Cc2cc(-c3ccccc3)on2)C1 (stereo unspecified)
#45 Cc1ccc(NC(=O)CCSc2nnc(-c3ccco3)o2)cc1
#46 C/C(=N/OCO/N=C(/C)c1ccc(F)cc1)c1ccc(F)cc1
#47 COc1ccc2cc(C(c3nnnn3Cc3ccccc3)N3CCCCCC3)c(=O)[nH]c2c1 (stereo unspecified)
compound no.	41	42	43	44	45	46	47
SRC3 inh	7	-2	14	-15	-9	7	-15
ABHD5 PLIN5 PPI	2	3	-2	-3	3	-3	-17
COUP-TFII inh	11	11	4	-6	-15	-6	3
NR5A2 inv ag	-18	-18	1	-19	-11	-5	-3
SRC2 inh	0	-15	-5	-7	-24	-18	-9
TROY signal inh	27	-18	-3	-7	1	-12	-5
NOD2 RIPK2 PPI	-12	-1	4	-5	-8	-31	-7
TLR9-MyD88 block	-10	-3	3	nt	-10	10	-5
NCOA1 inh	-51	-7	3	-20	-6	9	11
Granule exo inh	2	-1	2	-5	0	2	-2
TWEAK-Fn14 inh	19	-18	13	22	3	-7	-8

Ordered by heavy-atom count (falling): part of the list above.
#44 CCCNC(=O)C1(C)CCN(Cc2cc(-c3ccccc3)on2)C1 (stereo unspecified)
#46 C/C(=N/OCO/N=C(/C)c1ccc(F)cc1)c1ccc(F)cc1
#43 CC(C)C(=O)NC(Nc1ccccc1F)C(Cl)(Cl)Cl (stereo unspecified)
compound no.	44	46	43
SRC3 inh	-15	7	14
ABHD5 PLIN5 PPI	-3	-3	-2
COUP-TFII inh	-6	-6	4
NR5A2 inv ag	-19	-5	1
SRC2 inh	-7	-18	-5
TROY signal inh	-7	-12	-3
NOD2 RIPK2 PPI	-5	-31	4
TLR9-MyD88 block	nt	10	3
NCOA1 inh	-20	9	3
Granule exo inh	-5	2	2
TWEAK-Fn14 inh	22	-7	13

Only part of the results is shown. The share of hits here may be higher or lower than overall.
